Bioassay records deposited in PubChem by Sanford-Burnham Center for Chemical Genomics.
TAG inh = inhibitors of triacylglycerol accumulation, primary screen, cell-based, uHTS, fluorescence, H9c2; inhibition, % at 12.5 µM; hit rate 0.66% among 230,000; H9c2 cells, Nile Red lipid (TAG) fluorescence; cells loaded with 200 µM oleic acid;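 active means pattern-corrected inhibition of lipid staining of at least 50% with the nuclear-stain viability signal not falling by more than 50%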;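 further: 0% = DMSO wells and 100% = triacsin C control wells; some results filed as inactive read as strong as hits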
TAG inh DAPI viability = second read-out of TAG inh, no call of its own (marks repeat the call); DAPI nuclei signal change (viability), lower = more cytotoxic, %;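 whole-well DAPI fluorescence read on a plate reader as a viability signal; minus 50 percent equals half of cells still viable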
* marks the source's active call; other numbers are inactive results.

SMILES	TAG inh	TAG inh DAPI viability
Cc1ccc(NC(CNS(=O)(=O)c2ccc(Cl)cc2)c2ccccc2)cc1 (stereo not given)	-9.5	-20.1
Cc1ccccc1SCC(=O)OCC(=O)NCCNC(=O)COC(=O)CSc1ccccc1C	9.4	-5.9
CCCNC(=O)c1ccc(N2CCC3(CC2)CC(c2cccc(Br)c2)=NO3)c(NC(=O)c2ccccc2)c1	10.1	157.6
O=C(O)C(C(=O)Oc1ccccc1)C(C(=O)O)C(=O)Oc1ccccc1 (stereo not given)	-1.3	5.7
O=C(Cc1c(F)cccc1Cl)NC1CCN(Cc2ccccc2)CC1	16.4	-5.8
Cc1cccn2cc(-c3c[nH]c4ccccc34)nc12	22.8	21.8
CNc1oc(-c2ccccc2)nc1C#N	-6.0	22.2
Cc1ccsc1C(=O)N1CCCC(CCC(=O)NCc2ccccc2F)C1 (stereo not given)	-1.7	6.0
O=C(NCC1COCCO1)c1ccc(OC2CCN(CCc3ccccc3)CC2)cc1 (stereo not given)	16.6	-0.4
CCCNC(=O)C(CC)NC(=O)c1ccc(C#N)cc1 (stereo not given)	-13.8	-4.4
COc1ccccc1-c1nc(C#N)c(N2CCC(C(N)=O)CC2)o1	12.0	6.2
CC1(C2CC2)NC(=O)N(CC(=O)Nc2ccc(SC(F)F)cc2)C1=O (stereo not given)	1.5	8.0
Cn1c(CNC(=O)c2ccco2)nnc1SCC(=O)c1ccc(F)cc1	-24.5	-2.5
COc1ccccc1NS(=O)(=O)c1ccc(C(=O)NCC(c2ccco2)N2CCCCC2)cc1 (stereo not given)	27.9	-12.9
O=C(NC(=S)Nc1ccccc1Cl)c1cncc(Br)c1	8.6	-0.3
O=C(COC(=O)COc1ccc2ccccc2c1)NCC(F)(F)F	14.7	-7.1
Cc1ccc2c(c1)N(C(=O)CSc1nncn1C)C(C)(C)c1ssc(=S)c1-2	-15.8	-7.5
COc1cnc(N(C)C)nc1Sc1ccc(Cl)cc1	-35.0	15.5
CC(C)(C)C(CCl)C(=O)NN=C(c1ccccc1)c1ccccc1 (stereo not given)	5.8	-1.5
N#C/C(=C(/O)c1ccc(-c2cccc([N+](=O)[O-])c2)o1)c1nc2ccccc2s1	-3.9	-2.6
O=C1CC(c2cccs2)Cc2nc(NCC3CCCO3)ncc21 (stereo not given)	8.1	-1.7
CCOc1ccc(NS(=O)(=O)c2cc3c4c(c2)CCN4C(=O)CC3)cc1	-14.5	8.5
CCOc1ccc2c(c1)c(N=NC(N)=S)c(O)n2C	5.5	8.1
O=C(COC(=O)C1CC2CCCC(C1)C2=O)NC1CCCCC1 (stereo not given)	-1.3	-9.1
Cc1nc2nc(-c3ccco3)[nH]n2c(=O)c1Cc1ccccc1	-6.5	6.2

Remaining list, next part:
SMILES	TAG inh	TAG inh DAPI viability
Oc1ccc(/C=N/N(Cc2ccccc2)c2ccccc2)cc1	-25.3	5.7
CCN1C(=O)[C@H]2[C@@H](c3ccc(C)cc3)N3C(=O)N(c4cccc(F)c4)C(=O)[C@@]3(CC)[C@H]2C1=O	11.6	0.4
CCOC(=O)C1CCN(c2c(NCc3ccc(C(=O)Nc4ccc(C)cc4)cc3)c(=O)c2=O)CC1	11.7	-6.0
O=C(Cn1c(=O)n(Cc2ccco2)c(=O)c2ccccc21)NCC1CCCO1 (stereo not given)	-5.8	-5.1
C[C@H](NC(=O)OCc1ccccc1)C(=O)N[C@@H](Cc1c[nH]c2ccccc12)C(=O)O	-29.7	0.6
COc1ccc2nc(SCCN(C)C)[nH]c2c1	-12.2	10.4
CCOC(=O)C1=C(C)N=c2s/c(=C\C(=O)OC)c(=O)n2C1c1ccc(OC)cc1 (stereo not given)	-15.1	-5.9
Cc1cc(C(=O)Nc2ccccc2N2CCCCC2)no1	-9.1	5.8
c1ccc(NC2=NCCN2CC2CCC2)cc1	-6.1	2.1
Cc1cc(NC(=O)CSc2nc(=O)cc(N)n2-c2ccc(Cl)cc2)no1	-4.9	1.6
CC1(C(=O)NS(=O)(=O)c2cccc(Cl)c2)CCN1C(=O)c1ccccc1 (stereo not given)	10.3	-1.7
Nc1ccc(Nc2ccccc2)c(S(=O)(=O)O)c1	6.1	-3.6
C/C(=N\NC(=O)C(O)(c1ccccc1)c1ccccc1)c1ccc(NC(=O)CCCC(=O)O)cc1	8.0	-1.7
CC(=O)C1=C(O)C(=O)N(c2cc(C(C)(C)C)on2)C1c1ccc(Br)cc1 (stereo not given)	2.7	-2.9
CCC(=O)c1ccc(OC(=O)c2cnccn2)cc1	6.1	-9.4
N#Cc1ccc(NC(=O)c2cc(=O)c3ccccc3o2)cc1	-5.5	11.4
CCCc1cc(=O)[nH]c(SCC(=O)c2cc(C)n(-c3cc(C)on3)c2C)n1	9.0	-0.2
CCCCOC(=O)c1ccc(NC(=O)C2CCCO2)cc1 (stereo not given)	45.4	-17.2
CCC1(c2ccccc2)NC(=S)N(c2ccc(C)c(C)c2)N1 (stereo not given)	14.1	-6.8
COc1ccc(OC)c(N(CC(=O)Nc2cccc(C(F)(F)F)c2)S(C)(=O)=O)c1	3.0	-8.8
CC1(C)c2[nH]c3ccccc3c2C[C@H]2C(=O)N(Cc3ccccc3F)C(=O)N21	13.7	-4.9
O=C(CN1C(=O)C2CC=CCC2C1=O)Nc1nc2ccc(F)cc2s1 (stereo not given)	-0.7	2.3
CC1=C(C(=O)O)N2C(=O)C(NC(=O)c3nn(C)cc3Cl)C2SC1 (stereo not given)	-41.9	0.6
O=C(/C=C/c1ccco1)N(Cc1ccc(Cl)cc1)C1CCS(=O)(=O)C1 (stereo not given)	-0.9	3.2
NC(=O)c1nn(-c2ccccc2)nc1NC(=O)CN1CCCC1	-1.3	6.7

(list continues)
SMILES	TAG inh	TAG inh DAPI viability
O=C(CCSc1ccccc1)N1CCCC1	0.5	-2.6
COc1cccc(CNC(=O)CCC2CCCN(C(=O)c3cccc(Cl)c3)C2)c1 (stereo not given)	-15.9	-13.7
Cc1ccccc1-n1ncc2c([N+](=O)[O-])cc([N+](=O)[O-])cc21	-0.7	-6.0
COc1ccc(-c2csc(N)n2)cc1F	-7.2	1.6
Cc1c(C(=O)NCCCN2CCOCC2)sc2ncnc(N3CCN(c4ccccc4)CC3)c12	2.0	10.2
COc1ccccc1C(=O)NCC(=O)NC(C)c1ccc(-n2ccnc2)cc1 (stereo not given)	8.7	0.7
Nc1ccccc1SCc1ccccc1Cl	-11.1	5.7
C1=CCN(Cc2ccccc2)C1	14.0	-4.3
Cc1cc(C)nc(-n2nc(C)c(C3(O)C(=O)Nc4ccc(F)cc43)c2N)n1 (stereo not given)	-18.4	-6.4
Cc1nc(CC(=O)Nc2nc(C(C)(C)C)cs2)cs1	48.0	-7.8
O=c1c2ccccc2[nH]c(=S)n1Cc1ccc2c(c1)OCO2	-30.9	-10.8
O=C(Nc1ccccc1Oc1ccccc1)C1CC1	-9.7	-3.6
CCOC(=O)C(C)/C(C)=N\Nc1ccc([N+](=O)[O-])cc1[N+](=O)[O-] (stereo not given)	-17.6	1.8
COc1ccc(NC(=O)CC2CCCC2)cc1S(=O)(=O)N1CCCCC1	8.7	-1.2
O=C(CSc1nnc(-c2cnccn2)n1Cc1ccco1)Nc1ccc(Br)cc1	-5.6	-1.9
Cc1cccc(N2CCN(C(=O)C3CCN(S(=O)(=O)c4cccc5cccnc45)CC3)CC2C)c1 (stereo not given)	-4.8	-14.1
Cc1ccc(/C=N/n2c(C)nnc2C)cc1	6.8	-9.7
Cc1ccccc1NCc1ccccc1O	-2.1	-3.8
CN(C(=O)c1ccccc1Cl)c1ccccc1C(=O)NCc1ccccc1	-7.1	-9.9
COCCNc1nc(Oc2ccc(C(N)=O)cc2)c2sccc2n1	18.7	-10.7
Cc1[nH]n(-c2cccc(Cl)c2)c(=O)c1C=NCC(C)C	7.2	-5.1
O=C1N[C@H](Cc2ccccc2)COC(=O)[C@H](Cc2ccc(F)cc2)C/C=C\C[C@@H]1CC(=O)N(CCO)Cc1ccccc1	21.2	-9.1
COC(=O)c1ccc(OCC(=O)Nc2ccccc2C(=O)NC2CC2)cc1	-18.1	9.9
O=C(CN1CCOCC1)N/N=C/C(Br)=C\c1ccccc1	7.4	-5.8
O=C(Nc1ccc(Oc2ccccc2)cc1)c1ccco1	-24.2	-2.3

(next part)
SMILES	TAG inh	TAG inh DAPI viability
CCCC(=O)N1CCCC1(C)C(=O)Nc1ccc2nc(C)ccc2c1 (stereo not given)	10.2	-3.5
CCOc1cc(C2CC(=O)c3c(ccc4ccccc34)N2)ccc1O (stereo not given)	11.5	-3.4
C=CC(=O)Nc1cccc(Oc2ncnc3[nH]cc(-c4cnc5ccccc5c4)c23)c1	15.6	8.4
COc1ccc(N2CCN(C(=O)Cn3cnc4c(cnn4-c4ccccc4)c3=O)CC2)cc1	-27.9	15.1
CC1OC23CCCCC2C(C#N)(C(=N)O3)C1(C#N)C#N (stereo not given)	-8.1	9.9
O=C(NCc1cccnc1)c1ccc2sc([C@H]3C[C@H](O)[C@@H](CO)O3)nc2c1	14.7	3.1
COc1cc(/C=N/NC(=O)c2nonc2C)ccc1O	11.3	-0.7
CCn1nc(C)cc1C(=O)Sc1ccc(C)cc1	-8.0	13.1
O=C1c2ccccc2C(=O)N1CCCn1ccnc1	-0.1	0.1
FC(F)Oc1ccc(NC(=S)Nc2ccc3cn[nH]c3c2)cc1	-18.8	15.9
Cc1ccc(-c2cc(Cc3cccs3)c(=O)[nH]n2)cc1	2.3	-5.9
CC(C)COc1cccc(-c2cc(C(=O)N/N=C/c3ccncc3)c3ccccc3n2)c1	-12.7	1.6
COc1ccc(N2C(=O)CC(Cc3ccccc3)C2=O)cc1 (stereo not given)	4.8	-1.2
O=C1N=C(N2CCN(c3ccccc3)CC2)S/C1=C/c1ccco1	10.3	-4.6
O=C1C2CCCN2C(=S)N1Cc1ccccc1 (stereo not given)	6.3	6.6
CN(C)S(=O)(=O)c1cc(NC(=O)CN2CCc3ccccc32)ccc1Cl	-7.3	-1.4
COc1ccc(Br)c(Cn2c(C)c(C(=O)NCc3ccc4c(c3)OCCO4)sc2=O)c1	11.1	5.7
CCN1/C(=C/C(=S)Nc2ccccc2)Sc2ccccc21	-19.0	-7.1
COC(=O)[C@@]1(Cc2ccccc2)[C@H]2C(=O)N(C)C(=O)[C@H]2[C@H]2CN=C(SCc3ccc(Cl)cc3)N21	15.6	-9.0
S=C(NCCSCc1ccccc1Cl)Nc1ccccc1	10.7	1.7
COC(=O)c1ccccc1NC(=O)c1cnn2c(C(F)F)cc(C3CC3)nc12	-2.0	3.1
O=C(COC(=O)c1c[nH]c2ccccc12)NCc1ccccc1	3.5	0.8
Cc1cc(N/N=C2\CC(C)CC(C)(C)C2)nc2ccccc12 (stereo not given)	50.0	-23.0
COc1ccc(OCc2nc(N)nc(Nc3ccc(C)cc3)n2)cc1	-21.1	11.0
Cc1cc(N2CCN(c3ccccc3Cl)CC2)n2cc(-c3ccccc3)nc2n1	34.9	18.3

4 compounds already listed, sorted by heavy-atom count, falling:
SMILES	TAG inh	TAG inh DAPI viability
Cc1cc(N/N=C2\CC(C)CC(C)(C)C2)nc2ccccc12 (stereo not given)	50.0	-23.0
CC1OC23CCCCC2C(C#N)(C(=N)O3)C1(C#N)C#N (stereo not given)	-8.1	9.9
CCn1nc(C)cc1C(=O)Sc1ccc(C)cc1	-8.0	13.1
O=C1C2CCCN2C(=S)N1Cc1ccccc1 (stereo not given)	6.3	6.6

The list goes on.
SMILES	TAG inh	TAG inh DAPI viability
CCOC(=O)N1CCC(NC(=O)Cn2c3c(c(-c4ccccc4Cl)cc2=O)CCC3)CC1	-14.1	-3.2
O=C(Nc1ccc(F)cc1)C1CCC(CNc2c(N3CCCCC3)c(=O)c2=O)CC1 (stereo not given)	1.0	6.7
CCOC(=O)c1c(C)[nH]c(C(=O)COC(=O)c2cnc(C)cn2)c1C	21.7	-12.4
Cc1csc(NC(=O)CSc2nnnn2C)n1	28.3	-30.5
C#CCOCCOCCOCCNc1nc(N2CCN(C(=O)[C@H]([C@@H](C)CC)n3cc(CCC(=O)O)nn3)CC2)nc(N2CCN(C(=O)[C@H](CCCCN)n3cc(CCCC)nn3)CC2)n1	7.0	3.0
Cc1nn(-c2ccccc2)c2[nH]c(=O)cc(C(F)F)c12	16.4	12.0
CC(=O)N(C)c1ccc(OCC(O)Cn2c(C)nc3ccccc32)cc1 (stereo not given)	-24.8	5.6
Oc1c(CN2CCOCC2)ccc(CN2CCOCC2)c1O	5.7	-1.9
O=C(CSc1nc2c([nH]c3ccccc32)c(=O)n1-c1ccc(F)cc1)NCc1ccco1	-10.1	-3.0
COc1cc(C(C)=O)ccc1Oc1cnccn1	0.2	-1.9
Cn1cc(CNC(=O)C2CCC(=O)N(Cc3ccccc3F)C2)cn1 (stereo not given)	3.7	-3.9
CN1CCN(c2cc(=O)n(-c3ccc(Cl)cc3)c(=O)[nH]2)CC1	2.1	-1.5
CCCc1ccc2oc(C(=O)N(Cc3ccncc3)CC3CCCO3)c(C)c2c1 (stereo not given)	1.8	5.4
CCCCOc1ccccc1-c1ccccc1CN1[C@@H](C(C)C)COCCS1(=O)=O	-11.6	-13.5
Fc1ccc(-c2nn3c(C4COc5ccccc5O4)nnc3s2)cc1 (stereo not given)	-7.5	-8.2
CCN(CC(=O)NCc1cccs1)S(=O)(=O)c1ccc(F)cc1	3.0	3.9
C=C1CSc2nc3ccccc3c(=O)n21	-15.3	-4.4
CC(C)c1cc(C(C)C)c(S(=O)(=O)N2CCNCC2)c(C(C)C)c1	-1.1	1.6
CCCOc1ccc(N2C(=O)CC(N(Cc3ccccc3)N=O)C2=O)cc1 (stereo not given)	-4.9	9.4

One compound at a time (already shown). Order of screens: TAG inh, TAG inh DAPI viability
Profile of Cc1csc(NC(=O)CSc2nnnn2C)n1 → 28.3, -30.5
Profile of CC(C)c1cc(C(C)C)c(S(=O)(=O)N2CCNCC2)c(C(C)C)c1 → -1.1, 1.6
Profile of C=C1CSc2nc3ccccc3c(=O)n21 → -15.3, -4.4
Profile of CCOC(=O)c1c(C)[nH]c(C(=O)COC(=O)c2cnc(C)cn2)c1C → 21.7, -12.4
Profile of Fc1ccc(-c2nn3c(C4COc5ccccc5O4)nnc3s2)cc1 (stereo not given) → -7.5, -8.2

Only part of the results is shown (hit frequency here may not be typical).
